Compound activity: PubChem BioAssay, several laboratories
HDAC3 inh = inhibitors of human histone deacetylase 3 | O15379 | recombinant HDAC3, fluorogenic peptide/trypsin coupled, fluorescence | inhibition, % at 8.3 µM | 320,000 compounds, 0.15% hits | AID 2718; in the data active = inhibition above about 26%, passing the limit was not always enough; inconclusive = no clear call, values can overlap the other calls
ANO1 block = blocks the mouse calcium-activated chloride channel TMEM16A. HEK293 TMEM16A/YFP iodide influx fluorescence, ionomycin. normalized B-score (activity score, 25-100; higher = stronger inhibition) at 10 µM. 310,000 compounds, 1.2% hits. AID 588511;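 active = ratio plate-corrected score three or more library SD toward inhibition, starting fluorescence score within five deviations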;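 note: score derived from kinetic fluorescence span divided by baseline fluorescence per well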
DYRK1A inh = blocks rat Dyrk1A kinase activity | Q63470 | ADP-Glo luminescence, NFATc1 peptide | inhibition, % at 12.5 µM | 310,000 compounds, 0.43% hits; in the data active = inhibition above about 50%;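 note: plate controls were vehicle with enzyme for no effect and no enzyme for full effect; many of its hits are not listed in these tables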
KCNK3 inh = human KCNK3 channel inhibition, primary screen | CHO-KCNK3 thallium flux, FluxOR fluorescence; hits give low values | 340,000 compounds, 0.84% hits | B-score at 10 µM | O14649 | AID 602410;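 active = B-score under library mean minus 4 SD, starting fluorescence ratio at most library mean plus 5 SD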;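 note: more negative B-score means stronger inhibition of thallium flux through KCNK3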
TRPC4 potent = allosteric potentiators of mouse TRPC4 channel. Q9QUQ5. HEK293 TRPC4beta/mu-opioid, DAMGO EC20, Fluo-4 Ca2+ flux; hits give high values. B-score at 10 µM. 310,000 compounds, 0.42% hits. AID 2227;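 active = B-score of calcium response area above 5 SD of library B-scores, with initial fluorescence ratio within 5 SD of library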;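 note: B-score of integrated fluorescence ratio over time as area under calcium response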
TMEM16A act = mouse TMEM16A channel activation, primary screen; Q8BHY3; HEK293 TMEM16A/YFP-H148Q/I152L, iodide quench fluorescence; hits give low values; B-score at 10 µM; 340,000 compounds, 0.3% hits;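 active = fluorescence-ratio B-score plate-corrected deviation score at least 3 library SD below zero, with starting fluorescence score within 5 deviations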;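 note: channel opened by trigger with iodide after compound preincubation; score built on the fluorescence ratio of max minus min over baseline; more negative score means more quench and so TMEM16A activation or potentiation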
hERG rescue = hERG (human) protection from proarrhythmic block. CHO-hERG, FluxOR thallium flux, dofetilide IC70 present. Q12809. 310,000 compounds, 0.51% hits. activation (rescue from dofetilide block), less the hit threshold, % at 10 µM;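 active = activation above the mean of controls blocked by dofetilide plus 5 SD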;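 note: thallium influx through hERG after potassium depolarization seen as dye fluorescence rise; in these data hits start at about 4.7%; inactives centre near -7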
Target sequence (Q12809 whole entry, looked up): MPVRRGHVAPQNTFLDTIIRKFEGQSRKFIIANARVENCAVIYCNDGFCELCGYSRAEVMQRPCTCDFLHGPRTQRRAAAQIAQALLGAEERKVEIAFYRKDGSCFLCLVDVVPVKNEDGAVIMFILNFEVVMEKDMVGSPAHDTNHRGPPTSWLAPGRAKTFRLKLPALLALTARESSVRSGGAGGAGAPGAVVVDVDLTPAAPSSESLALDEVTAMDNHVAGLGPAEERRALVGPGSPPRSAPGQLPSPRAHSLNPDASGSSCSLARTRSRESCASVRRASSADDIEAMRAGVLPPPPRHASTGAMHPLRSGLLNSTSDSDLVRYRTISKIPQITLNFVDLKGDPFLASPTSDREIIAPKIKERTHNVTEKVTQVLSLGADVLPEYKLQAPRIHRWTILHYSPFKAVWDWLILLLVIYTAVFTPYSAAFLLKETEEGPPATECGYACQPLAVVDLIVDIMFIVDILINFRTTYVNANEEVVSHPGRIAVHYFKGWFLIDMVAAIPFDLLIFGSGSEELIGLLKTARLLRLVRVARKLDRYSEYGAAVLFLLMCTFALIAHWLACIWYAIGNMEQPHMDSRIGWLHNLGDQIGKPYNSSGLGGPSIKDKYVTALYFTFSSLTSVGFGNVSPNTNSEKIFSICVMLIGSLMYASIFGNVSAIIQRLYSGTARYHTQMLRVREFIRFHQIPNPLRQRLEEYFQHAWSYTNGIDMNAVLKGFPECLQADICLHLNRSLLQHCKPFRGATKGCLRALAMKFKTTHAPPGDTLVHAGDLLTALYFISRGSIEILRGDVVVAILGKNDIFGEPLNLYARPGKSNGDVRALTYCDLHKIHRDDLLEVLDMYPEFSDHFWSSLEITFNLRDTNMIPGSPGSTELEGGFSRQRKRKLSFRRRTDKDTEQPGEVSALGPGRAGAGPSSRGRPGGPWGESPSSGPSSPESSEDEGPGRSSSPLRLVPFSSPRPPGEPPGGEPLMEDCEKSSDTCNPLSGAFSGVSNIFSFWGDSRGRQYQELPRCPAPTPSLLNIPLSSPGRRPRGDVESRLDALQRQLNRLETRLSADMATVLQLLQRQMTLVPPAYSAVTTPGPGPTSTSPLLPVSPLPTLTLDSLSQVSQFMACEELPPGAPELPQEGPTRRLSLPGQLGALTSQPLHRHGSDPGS
TRPC4 agonist = activators of mouse TRPC4 channel; Q9QUQ5; HEK293 TRPC4beta/mu-opioid, Fluo4 calcium fluorescence; hits give high values; B-score at 10 µM; 310,000 compounds, 0.49% hits; AID 2237;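 active = B-score above 5 SD of library B-scores, and initial fluorescence ratio not above library mean plus 5 SD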;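 note: positive B-score marks a calcium rise read as TRPC4 activation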
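System: HEK293 cells stably co-expressing mouse TRPC4beta and mu-opioid receptor; Schedule: Fluo4 dye loading 45 min at room temperature, 110 s recording; Detection: Fluo4 fluorescence, kinetic; Evaluation: B-scored integrated calcium fluorescence ratio; Controls: buffer (low) and maximal DAMGO (high).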
KCNK9 inh = human KCNK9 channel inhibition; Q9NPC2; HEK293 KCNK9, FluxOR thallium flux fluorescence; hits give low values; B-score at 10 µM; 310,000 compounds, 1.2% hits; AID 488922;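 active = ratio B-score over 3 SD below the library mean, with starting fluorescence within 5 SD of its mean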;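 note: negative B-score means less thallium flux so channel inhibition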
KCNQ1 pot = potentiators or activators of human KCNQ1 potassium channel; CHO-K1 KCNQ1, thallium flux FluxOR fluorescence; hits give high values; B-score at 10 µM; 310,000 compounds, 0.35% hits;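 active = fluorescence ratio B-score, a plate-corrected score, at least three library SD, with initial intensity B-score within 5 SD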
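Assay system: stable KCNQ1 CHO-K1 line; medium: assay buffer, equal DMSO in all wells; timing: 90 min dye loading and 20 min compound exposure, both at room temperature; technique: kinetic FluxOR thallium fluorescence, 10-s 1-Hz baseline, 110-s post-stimulus read; read-out basis: B score of baseline-normalized fluorescence ratio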
KCNQ1 block = inhibitors of human KCNQ1 potassium channel; P51787; B-score at 10 µM; AID 2642; 310,000 compounds, 1.3% hits; CHO-K1 KCNQ1, FluxOR thallium flux fluorescence; hits give high values;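 active = compounds whose thallium flux B-score, printed positive for inhibition, exceeds three library SD while starting fluorescence stays within three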;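 note: channel opened by potassium depolarization with thallium stimulus after 20 min compound exposure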
* = called active by the depositor; i = inactive; ? = inconclusive; nt = no result given. These rows are one share of the data, so the mix of outcomes need not match the whole.

Every second line gives: TRPC4 agonist	TMEM16A act	DYRK1A inh	KCNK9 inh	TRPC4 potent	KCNQ1 pot	hERG rescue	ANO1 block	HDAC3 inh	KCNQ1 block	KCNK3 inh
[1] CCNS(=O)(=O)c1ccc(NC(=O)Nc2ccccc2OC)cc1
    i	i	1	i	i	i	-8	i	8	i	i
[2] C=CCn1c(SCC(=O)N2CCN(c3ccc(F)cc3)CC2)nnc1-c1ccco1
    i	i	6	i	i	i	-7	25*	-1	i	i
[3] CCc1cc2c(NCCC(=O)O)nc(C)nc2s1
    i	i	4	i	i	i	-5	i	-67	i	i
[4] CCOC(=O)c1c(-c2ccccc2)csc1NC(=O)CCN1CCOCC1
    i	i	2	i	i	i	-13	i	13	i	i
[5] CCOC(=O)C1CCCN(C(=O)Cn2cnc3c2c(=O)n(C)c(=O)n3C)C1 (centres undefined)
    i	i	-1	i	i	i	-14	i	3	i	i
[6] Cc1cc(/C=N/NS(=O)(=O)c2ccc(F)c(Cl)c2)no1
    i	i	-4	i	i	i	-2	i	nt	i	i
[7] COCCCC1CCN(C(=O)C2CCC(=O)N(CCc3cccc(F)c3)C2)CC1 (centres undefined)
    i	i	5	i	i	i	-9	i	2	i	i
[8] Cc1ccc(C(=O)N2CCN3C(=O)c4ccccc4C23c2ccccc2)cc1 (centres undefined)
    i	i	-1	i	i	i	-8	i	10	i	i
[9] CC(=O)Nc1ccc2nc(SCC(=O)NCCOc3ccccc3)sc2c1
    i	i	-2	i	i	i	-15	i	3	i	i
[10] O=C(O)C1(NS(=O)(=O)c2ccc(F)c(Cl)c2)CCCCC1
    i	i	-4	i	i	i	-12	i	0	i	i
[11] Cc1ccc(N/N=C/c2c(O)cc(C)oc2=O)cc1
    nt	i	12	nt	nt	nt	nt	i	-4	nt	i
[12] COc1ccc2cc3cc(C(=O)NC4CC4)sc3nc2c1
    i	i	-1	i	i	i	-4	i	-5	i	i
[13] COc1ccc(-c2cc(-c3ccccc3)c(C#N)c(S(C)=O)n2)cc1 (centres undefined)
    i	-8.1*	2	i	i	i	-11	i	-68	i	i
[14] CCc1ccc(CN2CCCC(C(=O)Nc3ccc(-c4cscn4)cc3)C2)o1 (centres undefined)
    i	i	2	i	i	i	-8	i	-1	i	i
[15] CC1CCCCN1C(=O)CCn1c(=O)oc2ccccc21 (centres undefined)
    i	i	-1	i	i	i	-7	i	-12	i	i
[16] COc1cccc(N2CCN(C(=O)c3ccc(CS(=O)c4ccccc4Cl)o3)CC2)c1 (centres undefined)
    i	i	-3	i	i	i	-17	i	5	i	i
[17] CN1CCN(C(=O)c2ccccc2NC(=O)Cc2ccccc2)CC1
    i	i	1	i	i	i	-4	i	-3	i	i
[18] COc1ccc2cc(S(=O)(=O)N3CCCC(C)C3)ccc2c1 (centres undefined)
    i	i	6	i	i	i	-4	i	6	i	i
[19] CN(C)C(C)(C)C#CCCCCC#CC(C)(C)N(C)C
    nt	i	3	nt	nt	nt	nt	i	4	nt	i
[20] C=CCc1cccc(/C=N/NC(=O)COc2ccc(-n3cnnn3)cc2)c1O
    i	i	8	i	i	i	-10	i	-3	i	i
[21] CC(C(=O)NCc1ccco1)n1cc([N+](=O)[O-])cn1 (centres undefined)
    i	i	nt	i	i	i	-3	i	1	i	i
[22] CCc1ccc(NC(=O)C(=O)NCCN2CCN(Cc3ccc([N+](=O)[O-])cc3)CC2)cc1
    i	i	-4	i	i	i	-10	i	-3	i	i
[23] CC(C)(C)N(NC(=O)Nc1ccc(F)cc1)C(=O)c1ccccc1
    i	i	-8	i	i	i	-8	i	-5	i	i
[24] COCCCN1C(=O)c2ccc(C(=O)Nc3ccccc3Cl)cc2C1=O
    i	i	-1	i	i	i	-9	i	3	i	i
[25] CCOc1ccc(NC(=S)NC(C)CCc2ccccc2)cc1 (centres undefined)
    i	i	-1	i	i	i	-6	i	-4	i	i
[26] COc1cc(CN2CCSCC2)c([N+](=O)[O-])cc1OC
    i	i	-3	i	i	i	-10	i	-1	i	i
[27] O=S(=O)(Nc1ccc2c(c1)OCO2)c1cccs1
    i	i	0	i	i	i	-6	i	-2	i	i
[28] O=C(NC(Cc1c[nH]c2ccccc12)C(=O)N/N=C/c1cccnc1)c1cccs1 (centres undefined)
    i	i	5	i	i	i	-8	i	7	i	i
[29] O=C(c1ccc(Cl)cc1)N1N=C(c2ccccn2)CC1(O)C(F)(F)F (centres undefined)
    i	i	-2	i	i	i	-8	i	10	i	i
[30] CCN(CC)C(=O)Oc1ccnc2cc(Cl)ccc12
    i	i	1	i	i	i	-11	i	-4	i	i
[31] COc1cccc(-c2nn(-c3ccccc3)cc2C(=O)OCC(=O)Nc2ncc(Cl)cc2Cl)c1
    i	i	5	i	i	i	-7	i	11	i	i
[32] NS(=O)(=O)c1ccc(CCNC(=O)COC(=O)C2CCN(c3ccc(C(F)(F)F)cn3)CC2)cc1
    i	i	8	i	i	i	-14	i	-6	i	i
[33] COc1ccc(NC(=O)CCn2cccc2)c(OC)c1
    i	i	-2	i	i	i	-10	i	-7	i	i
[34] CC(=O)C1=C(O)C(=O)N(CCc2c[nH]c3ccccc23)C1c1ccco1 (centres undefined)
    i	i	9	i	i	i	-9	i	11	i	i
[35] COc1ccc(S(=O)(=O)N2CCCCCC2)cc1C(=O)OCc1cccc(OC)c1OC
    i	i	-6	i	i	i	-16	i	3	i	i
[36] COc1ccccc1-c1nc(C#N)c(N2CCN(c3ccccc3)CC2)o1
    i	i	12	-12*	i	i	-8	i	-12	i	i
[37] c1cnc2ccc(C(c3nnnn3C3CCCC3)N3CCSCC3)cc2c1 (centres undefined)
    i	i	6	i	i	i	-11	i	4	i	i
[38] COc1cc(/C=N/NC(=O)CCn2c3ccccc3c3ccccc32)cc(OC)c1OC
    i	i	-6	i	i	i	-13	i	-1	i	i
[39] CCOCCCNC(=S)Nc1ccc2nc3n(c(=O)c2c1)CCCCC3
    i	i	3	i	i	i	-8	i	0	i	i
[40] COc1ccc(NC(=S)NCCc2ccccc2)c(C)c1
    i	i	-8	i	i	i	-5	i	6	i	i

Already shown: 14 of the compounds above.
Every second line gives: TRPC4 agonist	TMEM16A act	DYRK1A inh	KCNK9 inh	TRPC4 potent	KCNQ1 pot	hERG rescue	ANO1 block	HDAC3 inh	KCNQ1 block	KCNK3 inh
[27] O=S(=O)(Nc1ccc2c(c1)OCO2)c1cccs1
    i	i	0	i	i	i	-6	i	-2	i	i
[28] O=C(NC(Cc1c[nH]c2ccccc12)C(=O)N/N=C/c1cccnc1)c1cccs1 (centres undefined)
    i	i	5	i	i	i	-8	i	7	i	i
[29] O=C(c1ccc(Cl)cc1)N1N=C(c2ccccn2)CC1(O)C(F)(F)F (centres undefined)
    i	i	-2	i	i	i	-8	i	10	i	i
[30] CCN(CC)C(=O)Oc1ccnc2cc(Cl)ccc12
    i	i	1	i	i	i	-11	i	-4	i	i
[31] COc1cccc(-c2nn(-c3ccccc3)cc2C(=O)OCC(=O)Nc2ncc(Cl)cc2Cl)c1
    i	i	5	i	i	i	-7	i	11	i	i
[32] NS(=O)(=O)c1ccc(CCNC(=O)COC(=O)C2CCN(c3ccc(C(F)(F)F)cn3)CC2)cc1
    i	i	8	i	i	i	-14	i	-6	i	i
[33] COc1ccc(NC(=O)CCn2cccc2)c(OC)c1
    i	i	-2	i	i	i	-10	i	-7	i	i
[34] CC(=O)C1=C(O)C(=O)N(CCc2c[nH]c3ccccc23)C1c1ccco1 (centres undefined)
    i	i	9	i	i	i	-9	i	11	i	i
[35] COc1ccc(S(=O)(=O)N2CCCCCC2)cc1C(=O)OCc1cccc(OC)c1OC
    i	i	-6	i	i	i	-16	i	3	i	i
[36] COc1ccccc1-c1nc(C#N)c(N2CCN(c3ccccc3)CC2)o1
    i	i	12	-12*	i	i	-8	i	-12	i	i
[37] c1cnc2ccc(C(c3nnnn3C3CCCC3)N3CCSCC3)cc2c1 (centres undefined)
    i	i	6	i	i	i	-11	i	4	i	i
[38] COc1cc(/C=N/NC(=O)CCn2c3ccccc3c3ccccc32)cc(OC)c1OC
    i	i	-6	i	i	i	-13	i	-1	i	i
[39] CCOCCCNC(=S)Nc1ccc2nc3n(c(=O)c2c1)CCCCC3
    i	i	3	i	i	i	-8	i	0	i	i
[40] COc1ccc(NC(=S)NCCc2ccccc2)c(C)c1
    i	i	-8	i	i	i	-5	i	6	i	i

Next part
Every second line gives: TRPC4 agonist	TMEM16A act	DYRK1A inh	KCNK9 inh	TRPC4 potent	KCNQ1 pot	hERG rescue	ANO1 block	HDAC3 inh	KCNQ1 block	KCNK3 inh
[41] CCOC(=O)c1[nH]n(-c2ccc(Cl)cc2)c(=O)c1C
    i	i	2	i	i	i	-6	i	?	i	i
[42] O=C(CSc1ncnc2c1cnn2-c1ccccc1Cl)N1CCN(C(=O)c2ccco2)CC1
    i	i	9	i	i	i	-8	i	-7	i	i
[43] CCOc1ccccc1N(C(=O)c1snc(C(N)=O)c1N)C(CC)C(=O)NC1CCCC1 (centres undefined)
    i	i	0	i	i	i	1	i	-3	i	i
[44] CN(CC(=O)Nc1ccccc1Cl)C(=O)COC(=O)c1nc(Cl)c(Cl)c(Cl)c1Cl
    i	i	4	i	i	i	-23	i	0	i	i
[45] Clc1ccc(-c2ccc(CNCC3CCCO3)o2)cc1 (centres undefined)
    i	i	nt	i	i	i	-7	i	3	i	i
[46] O=C(OC1CCOC1=O)c1cccc(S(=O)(=O)Nc2cccc(Cl)c2)c1 (centres undefined)
    i	i	-5	i	i	i	-7	i	5	i	i
[47] CCNC(=O)C(C)NC(=O)C1=NN(c2ccccc2)C(=O)CC1 (centres undefined)
    i	i	3	i	i	i	-6	i	-2	i	i
[48] COc1cccc(/C=C2\Sc3ccc(C(=O)NCC4CCCO4)cc3N(C)C2=O)c1 (centres undefined)
    i	i	nt	i	i	i	-13	i	-8	i	i
[49] CSc1ccccc1C(=O)NCCc1ccc(S(=O)(=O)N2CCCCC2)cc1
    i	i	9	i	i	i	-6	i	-1	i	i
[50] CCN1CCN(Cc2cc(=O)oc3cc(C)cc(C)c23)CC1
    i	i	1	i	i	i	-5	i	4	i	i
[51] N#Cc1cnn(Cc2ccccc2)c1N
    i	i	3	i	i	i	-7	i	3	i	i
[52] COCCNC(=O)COC(=O)C1=Cc2ccccc2OC1
    i	i	12	i	i	i	-9	i	4	i	i
